# N370S GC – inhibits or activates N370S mutant glucocerebrosidase; AID 2101; Potency, µM (doses to about 59.4 µM), without a hit: at the top dose activity change, negative = inhibition, usual class: inhibitors; N370S GC spleen homogenate, 4MU-glucoside fluorescence; 330,000 compounds, 0.092% hits; P04062;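 further: 0% = full enzyme activity and -100% = no enzyme basal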
# TDP1 inh – blocks human tyrosyl-DNA phosphodiesterase 1. 350,000 compounds, 0.28% hits. AID 485290. Q9NUW8. Potency, µM (top dose mostly 130 µM), without a hit: top-dose activity change, negative = inhibition, actives largely listed as inhibitors. recombinant TDP1, AlphaScreen DNA substrate cleavage; further: nearly all actives have a fitted effect of over 40% in size
# Target sequence (Q9NUW8 whole entry, looked up): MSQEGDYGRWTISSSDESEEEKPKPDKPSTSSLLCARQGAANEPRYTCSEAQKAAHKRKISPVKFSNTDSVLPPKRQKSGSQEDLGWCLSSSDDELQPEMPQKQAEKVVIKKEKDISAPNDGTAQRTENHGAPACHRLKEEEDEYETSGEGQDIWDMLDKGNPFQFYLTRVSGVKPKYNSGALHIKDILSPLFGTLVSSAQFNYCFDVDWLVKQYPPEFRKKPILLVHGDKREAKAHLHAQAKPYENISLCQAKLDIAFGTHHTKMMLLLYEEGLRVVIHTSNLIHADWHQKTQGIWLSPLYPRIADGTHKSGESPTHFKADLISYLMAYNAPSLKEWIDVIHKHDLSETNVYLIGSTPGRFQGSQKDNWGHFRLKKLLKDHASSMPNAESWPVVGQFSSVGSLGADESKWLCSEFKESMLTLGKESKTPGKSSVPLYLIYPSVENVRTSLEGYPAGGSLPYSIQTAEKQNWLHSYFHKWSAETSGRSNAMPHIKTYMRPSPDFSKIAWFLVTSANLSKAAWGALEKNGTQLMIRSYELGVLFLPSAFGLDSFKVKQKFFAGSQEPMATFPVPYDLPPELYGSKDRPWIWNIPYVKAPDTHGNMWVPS
#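 Enzyme-compound mixtures sat 15 min at room temperature, followed by a 5 min reaction with 15 nM final substrate and 10 min with AlphaScreen beads. Recombinant human Tdp1 was used at 1 nM final.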
# DT40 TDP1 no CPT – qHTS for Inhibitors of human tyrosyl-DNA phosphodiesterase 1 (TDP1): qHTS in cells in absence of CPT; Potency, µM (doses to about 46.2 µM), for the others: top-dose activity change, negative = growth inhibition, hits mostly inhibitors; AID 686978, 2013; DT40 Tdp1-/- hTDP1 cells, no CPT, ATP luminescence, 48 h; 420,000 compounds, 15% hits; further: nearly all actives have a fitted effect of over 55% in size
#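 Compound effects on proliferation are scored in DT40 Tdp1-/-;hTDP1 cells in the absence of CPT. ATP levels (CellTiter-Glo luminescence) are recorded after a ≥48 hr, 37 °C incubation.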
# An asterisk follows results filed as active; ? = inconclusive; . = not tested or not shown; & = joins results of further samples; [ ] = dose if it differs, or a comment. The call rests on the fitted dose curve; in most records, active means well fitted curve in the direction sought with a large enough effect; inconclusive means small, poorly fitted or top-dose-only effect, or another doubt; inactive means no such curve, though single readings can be large; an effect the other way counts as inactive or inconclusive. Unless noted, on the % scale 0 is the no-effect control and ±100 the full control effect; potency means the concentration at half of the fitted maximal effect. This is a subset; rates above refer to the full screens.
SMILES,N370S GC,TDP1 inh,DT40 TDP1 no CPT
Cn1cc(/C=N/NC(=O)c2cccc([N+](=O)[O-])c2)c2ccccc21,2%,3%,-28%
COc1ccccc1C(CNC(=O)CN(C)S(=O)(=O)c1ccc(C)cc1)N1CCCC1 (stereo not drawn),.,1%,1%
O=C(c1c(F)cccc1F)N1CCCC(c2nc(-c3ccc(F)cc3)no2)C1 (stereo not drawn),-2%,.,16µM*
CSc1ncccc1C(=O)OCC(=O)C(C)(C)C,-2%,-4%,11%
CCCOc1ccc(Nc2cc(C)nc(C)n2)cc1,.,5%,?
CCCCn1c(N)c(N(CC)C(=O)c2cccc(S(=O)(=O)N3CCN(C)CC3)c2)c(=O)[nH]c1=O,-10%,4%,1%
Cc1cc(C)nc(SCC(=O)Nc2ncc(Cc3cccc(Cl)c3Cl)s2)n1,10%,-2%,18µM*
Oc1ccc(-c2c(C3=CCCCC3)sc3ccccc23)cc1,1%,.,?
CCn1cnnc1SCC(=O)NCC1COc2ccccc2O1 (stereo not drawn),.,-1%[56.1 µM],1.8µM*
CCOc1cc(/C=C2\SC(=S)N(Nc3ccccc3)C2=O)ccc1O,-6%,10%,?
O=C(COC(=O)/C=C/c1cccc(Cl)c1)Nc1ccc(N2CCOCC2)cc1,.,0%,?
O=C(Nc1cccnc1)c1ccc(S(=O)(=O)c2ccccc2)cc1,-13%,-3%,2%
O=C1CCC(=O)N1CN(C(=O)c1ccco1)c1ccc(Cl)c(Cl)c1,7%,9%,-9%
Cc1ccc(C(=O)Nc2sc(C(=O)N(C)C)c(C)c2C#N)cc1,-17%,6%,?
COc1ccc(NC(=O)CSc2nnc(-c3cccs3)n2N)c(OC)c1,-16%,3%[0.505 µM],1%
N#CCCn1ncn(-c2ccccc2)c1=S,3%,7%,-18%
COc1ccc(-c2cc(C(F)(F)F)nc(SCCC(=O)Nc3cc(C)on3)n2)cc1,9%,-8%,-14%
CC(=O)NC12CC3CC(C1)CC(C(=O)N1CCN(S(=O)(=O)c4ccccc4[N+](=O)[O-])CC1)(C3)C2,.,2%,-12%
COc1ccc(CCn2c(C3CCCCC3)nc3c(c(=O)c4ccccc4n3C)c2=O)cc1OC,10%,0%,?
Cc1cc(C)cc(N(CCC#N)C(=O)COC(=O)C2CCN(S(=O)(=O)c3ccc(C)c(C)c3)CC2)c1,-15%,-8%,-21%
O=C(CSc1ccsc1[N+](=O)[O-])N1CCN(c2ccc(Cl)cc2)CC1,5%,.,?
Cc1ccc(Nc2nnc(SC(C)C(=O)NCC3CCCO3)s2)cc1C (stereo not drawn),-2%,0%,?
COc1ccccc1OCC(O)Cn1nc(C)cc1C (stereo not drawn),-1%,6%,-2%
Cc1cccc(N2CCN(C(c3ccc(F)cc3)c3nnc(-c4ccccc4)o3)CC2)c1C (stereo not drawn),.,2%,16µM*
CCc1noc(C)c1C(=O)Nc1cccc(S(=O)(=O)N(C)c2ccccc2)c1,-1%,.,?
CC(c1ccccc1)N1C(=O)c2cccnc2C1=O (stereo not drawn),4%,.,-7%
CC(C)Oc1ccc(Cn2c(=O)sc3ccccc32)cc1,7%,-8%,-23%
C=CCOc1ccc(/C=C2/C(=O)ON=C2C)cc1OC,?,.,?
CC(=O)c1ccc(C2C=CC(Oc3ccc(F)cc3C)C(CO)O2)cc1 (stereo not drawn),-5%[12.8 µM],4%[21 µM],.
COc1ccc(C2NC(=O)c3ccccc3O2)cc1OC (stereo not drawn),8%,-2%,-8%
CN(c1ccccc1)S(=O)(=O)c1ccc2c(c1)oc(=O)n2C,2%,.,3%
COc1cc(/C=C(/C#N)C(=O)NCCc2c[nH]c3ccccc23)ccc1OCc1ccccc1F,9%,2%,?
CCCCC(=O)Nc1cc(N(C)C)nc2ccccc12,10%,-2%,?
C/C=C/c1ccc(OC(C)[C@@H](O)c2ccc(O)c(OC)c2)c(OC)c1 (stereo partly drawn),-15%,7%,-16%[9.04 µM]
CCOc1cc2[nH]c(=O)n(CCCCC(=O)N3CCCCCC3)c(=O)c2cc1OCC,6%,0%,?
O=C(CSc1ccc(-c2ccccn2)nn1)c1ccc(F)cc1,2%,3%,11%
O=C(CNC1=NCCC1)c1ccc(Cl)cc1,-6%,5%,7%
Cc1cccc(OCc2nnc(SCC(=O)Nc3cccc(C(=O)N4CCOCC4)c3)o2)c1C,3%,-3%,-12%
Cc1cc(OCCCC(=O)Nc2nnc(C3CC3)s2)ccc1Cl,.,0%,24%
O=C(Nc1nc(-c2ccccn2)cs1)c1ccco1,-8%,10%,1.6µM*
CCc1ccc(NC(=O)C(CC)Sc2nc3ccsc3c(=O)n2CCC(=O)O)cc1 (stereo not drawn),6%,1%,-1%
Nc1nc(-c2ccc3c(c2)CCCC3)c(CC(=O)O)s1,6%,.,4%
C/C(N)=C(/C#N)C(=O)COC(=O)CCCNC(=O)c1ccc(Cl)cc1,1%,2%,12%
CC(=O)c1cccc(NC(=O)C2CCN(S(=O)(=O)c3ccc(F)cc3)CC2)c1,7%,2%,?
CCC1(c2cccc(Cl)c2)NC(=O)N(Cc2cc(C(=O)OC)c(C)o2)C1=O (stereo not drawn),3%,-3%,18µM*
CCC(Sc1nc(C)cc(=O)[nH]1)C(=O)Nc1nnc(C)s1 (stereo not drawn),2%,6%,0%
COc1cc2[nH]c3c(=O)n(CCN(C(C)C)C(C)C)cnc3c2cc1OC,-3%,2%,?
O=C(NCc1ccc2c(c1)OCO2)c1ccncc1,2%,2%,11%
COc1cc(C(=O)NC(=S)N(C)Cc2ccccc2)cc(OC)c1OC,7%,8%,8.2µM*
COc1ccccc1-c1nc(SCC(=O)c2ccccc2)n[nH]1,.,0%,16µM*
O=C(c1ccco1)N1CCN(CCCCOc2ccc(F)cc2)CC1,8%,4%,?
Oc1ccc(CNc2ccccc2F)c2cccnc12,2%,8%,2.1µM*
CC(C)(C)OC(=O)N1CCC(CC2CC(c3ccncc3)=NO2)(C(=O)O)CC1 (stereo not drawn),-20%,1%,-4%
COc1ccc(NC(=O)CN(C)C(=O)CSCc2c(C)noc2C)cc1,1%,5%,-15%
Cc1ccc(C)c(C(=O)OCC(=O)Nc2ccc(N3CCOCC3)cc2)c1,-1%,-7%,-13%
COc1ccc(C2=[N+]([O-])C(C)(C)N(O)C2(C)C)cc1,-5%,-6%,-19%

# The listing continues.
SMILES,N370S GC,TDP1 inh,DT40 TDP1 no CPT
Cc1nc(-c2ccc(C)c(S(=O)(=O)N3CCC(C(=O)Nc4ccc(Cl)cc4)CC3)c2)no1,.,3%,?
CC1(C)CC(=O)C=C(c2ccc(I)cc2)C1,.,-6%,?
CC(=O)NC1=C(N(C)C2CCS(=O)(=O)C2)C(=O)c2ccccc2C1=O (stereo not drawn),-6%,-5%,9.2µM*
COCCCNS(=O)(=O)c1ccc(S(=O)(=O)N2CCCC2)cc1,-18%,8%,-4%
Cc1ccc(C(=O)NCC(=O)N2CCCN(C)CC2)cc1C,.,0%,-12%
O=C(CO)N/N=C/c1cccc(Cl)c1Cl,-3%,5%,?
COc1ccc(N2CC(C(=O)N3CCN(C)CC3)CC2=O)cc1 (stereo not drawn),0%,.,-1%
C/C(CC(=O)Nc1ccc(Cl)c(Cl)c1)=N\NC(=O)C(=O)N1CCCCC1,-1%,7%,-13%

# Pulled by structure from above:
SMILES,N370S GC,TDP1 inh,DT40 TDP1 no CPT
COc1ccccc1C(CNC(=O)CN(C)S(=O)(=O)c1ccc(C)cc1)N1CCCC1 (stereo not drawn),.,1%,1%
C/C(N)=C(/C#N)C(=O)COC(=O)CCCNC(=O)c1ccc(Cl)cc1,1%,2%,12%

# Single values from above:
# Under TDP1 inh, CC1(C)CC(=O)C=C(c2ccc(I)cc2)C1 reads -6%
# Under N370S GC, C/C(CC(=O)Nc1ccc(Cl)c(Cl)c1)=N\NC(=O)C(=O)N1CCCCC1 reads -1%
# Under TDP1 inh, O=C(CO)N/N=C/c1cccc(Cl)c1Cl reads 5%
# Under TDP1 inh, COCCCNS(=O)(=O)c1ccc(S(=O)(=O)N2CCCC2)cc1 reads 8%

# (list continues)
SMILES,N370S GC,TDP1 inh,DT40 TDP1 no CPT
COc1ccc2oc(=O)cc(-c3cc4ccccc4o3)c2c1,-1%,4%,-17%
O=C(CSc1nc2ccccc2s1)Nc1cc(S(=O)(=O)N2CCOCC2)ccc1Cl,2%,0%,?
CN(Cc1ccon1)Cc1cn(Cc2ccccc2)nc1-c1ccc2c(c1)OCO2,-4%,.,?
CCOC(=O)CCSc1nc2c(c(C(F)(F)F)c1C#N)CCC2,?,-4%,-10%
CC1(C)Cc2nc3sc4c(SCC(=O)NCc5ccco5)ncnc4c3cc2CO1,0%,2%,2.3µM*
CN(CC(=O)N1CCc2ccccc2C1)c1ccccc1,4%,.,-24%
CCOC(=O)c1c(C)[nH]c(C(=O)COC(=O)C2(C)CC2(Cl)Cl)c1C (stereo not drawn),-1%,1%,5%
O=C1NCCCCC1NS(=O)(=O)c1cccc2ccccc12 (stereo not drawn),7%,.,0%

# Compound profiles, from the list above. Values in the order: N370S GC, TDP1 inh, DT40 TDP1 no CPT
# COc1ccc2oc(=O)cc(-c3cc4ccccc4o3)c2c1 is listed with -1%, 4%, -17%
# CN(CC(=O)N1CCc2ccccc2C1)c1ccccc1 is listed with 4%, ., -24%

# (cont.)
SMILES,N370S GC,TDP1 inh,DT40 TDP1 no CPT
Cc1nnc(NC(=O)CSc2n[nH]c(-c3ccccc3)n2)s1,-5%,5%,13%
CCCN(C(=O)Cc1nc(N)n[nH]1)C1(C(=O)Nc2c(C)cccc2C)CCCCC1,-16%,2%,-4%
Cc1cccc(OCC(=O)N/N=C2/SCC(=O)N2Cc2ccco2)c1,11%,8%,?
N#C/C(=C/c1ccc(C(=O)O)cc1)C(=O)Nc1ccccc1,2%,3%,-17%
C=CCN(c1ccc(C(=O)Nc2cc(C)cc(C)c2)cc1)S(C)(=O)=O,6%,3%,-24%
COc1ccc(N(Cc2cccs2)C(=O)c2ccc(OC)c(Cl)c2)cc1,.,-1%,?
CCOC(=O)[C@@H]1[C@H]2COc3ccccc3[C@H]2N2C(=O)N(c3ccc(Br)cc3)C(=O)[C@]12C,.,1%,?
CCN(CC)C(=O)c1cc([N+](=O)[O-])cc2c1-c1ccc([N+](=O)[O-])cc1C2=C(C#N)C#N,14%,8%,16µM*
Cc1ccc(OCc2cc(C(=O)N3CCN(c4ccccc4)CC3)no2)cc1C,-6%,4%,-16%
O=C1C2C3C=CC(CC3)C2C(=O)N1c1ccc2c(c1)OCO2 (stereo not drawn),1%,3%,-30%
NC(=O)c1c(N)sc2c1CCCC2,11%,-10%,6%
CCNC(=S)N1CCN(C(=O)c2ccco2)CC1,9%,3%,-11%
CCc1ccc(NC2Nc3cc(C)nn3S2)cc1 (stereo not drawn),24%,5%,-1%
O=C(Nc1ccc(N2CCCCC2)cc1)c1ccc(F)cc1,-2%,-2%,?
COc1ccccc1CNC(=O)CN1C(=O)NC2(CCC(C)CC2)C1=O (stereo not drawn),.,0%,-1%
Cc1ccc(-c2cc3nn(-c4ccccc4)c(N)c3c(=O)o2)cc1,?,2%,21µM*
O=C(O)C1C2C=CC(O2)C1C(=O)Nc1cccc(C(F)(F)F)c1 (stereo not drawn),-4%,.,10%
CC(Sc1nc(N2CCOCC2)nc(N2CCOCC2)n1)C(=O)Nc1ccccc1 (stereo not drawn),-1%,-1%,-28%
COc1ccc(-c2cc(C(=O)Nc3cccnc3Cl)no2)cc1OC,-2%,1%&1%,?
COc1ccc(C(=O)Nc2ccnn2C2CCN(C(C)CSC)CC2)cc1 (stereo not drawn),-4%,4%,20%
Cc1cccc(N2CCN(C(=S)NCCc3ccccc3)CC2)c1C,5%,1%,?
CCOc1ccc(C(=O)NCC(C)C)cc1,-4%,-1%,-1%
CCOc1ccc(-c2cc3nc(C4CCN(C(=O)OC(C)(C)C)CC4)c(C(=O)Nc4ccc(C)cc4Cl)cn3n2)cc1,.,1%,?
COC(=O)[C@@]1(Cc2ccc(F)cc2)[C@H]2c3cc(C(=O)N(C)C)n(Cc4ccc(C)o4)c3C[C@H]2CN1C(=O)c1ccccc1,-5%,12%,21µM*
CCOc1ccc(CC(=O)NC2CC(=O)N(c3cccc(F)c3)C2)cc1 (stereo not drawn),.,3%,7%
COc1cc(OC)c(NC(=O)c2cnc(N3CCCC3)nc2C)cc1Cl,.,6%,-20%
CC1(C)Cc2c(ccc3ccccc23)C(c2cc3ccccc3oc2=O)=N1,10%,-1%,?
Cc1ccc2cc(CN(C(=O)c3cccnc3)C(C)C)c(=O)[nH]c2c1,0%,3%,-1%
COc1cc(NC(=O)NC2Cc3ccccc3C2)cc(OC)c1,-11%,.,-29%
COCCN(CCOC)C(=S)Nc1ccccc1,0%,-1%,-19%
Cc1cc(C(=O)OCC(=O)Nc2ccccc2)c(C)o1,6%,-8%,-20%
